From PubChem
FXN GAA850 act = activators of GAA850 frataxin (FXN) promoter; actives 0.56% (n = 360,000); activation, % at 6 µM; HEK293 lucGAA850 FXN promoter luciferase reporter, 24 h; percent of 10 µM SAHA response;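 active = activation above the average of all compounds screened plus 3 SD, cutoff fixed separately per campaign, cut at about 7.5% in these data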;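 also: 0% = DMSO wells and 100% = 10 µM SAHA wells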
PG9 Ab binder = PG9 antibody binding by small molecule | actives 0.43% (n = 360,000) | inhibition, % at 6.7 µM | AID 624416 | TR-FRET gp120-PG9 antibody binding; in the data active = inhibition above about 8.5%
hgDAF12 agonist = agonists of H. glycines DAF-12 nuclear receptor. HEK293 GAL4-hgDAF12 UAS-luciferase reporter, agonist luminescence; normalized to butyrate control. activation, % at 6.8 µM. actives 1.8% (n = 370,000). AID 687014;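 active = activation above a cutoff set at the mean of all screened compounds plus 3 SD, cut at about 10% in these data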;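 also: 0% = DMSO wells and 100% = sodium butyrate wells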
PLC-beta3 inh = PLC-beta3 (human) inhibition, primary screen; inhibition, % at 12.2 µM; Purified PLC-beta3, fluorogenic substrate, fluorescence; Q01970; actives 0.18% (n = 370,000); in the data active = inhibition above about 11%;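 also: 0% = median of compound wells on plate and 100% = full blocker control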
Target sequence (Q01970 whole entry, looked up): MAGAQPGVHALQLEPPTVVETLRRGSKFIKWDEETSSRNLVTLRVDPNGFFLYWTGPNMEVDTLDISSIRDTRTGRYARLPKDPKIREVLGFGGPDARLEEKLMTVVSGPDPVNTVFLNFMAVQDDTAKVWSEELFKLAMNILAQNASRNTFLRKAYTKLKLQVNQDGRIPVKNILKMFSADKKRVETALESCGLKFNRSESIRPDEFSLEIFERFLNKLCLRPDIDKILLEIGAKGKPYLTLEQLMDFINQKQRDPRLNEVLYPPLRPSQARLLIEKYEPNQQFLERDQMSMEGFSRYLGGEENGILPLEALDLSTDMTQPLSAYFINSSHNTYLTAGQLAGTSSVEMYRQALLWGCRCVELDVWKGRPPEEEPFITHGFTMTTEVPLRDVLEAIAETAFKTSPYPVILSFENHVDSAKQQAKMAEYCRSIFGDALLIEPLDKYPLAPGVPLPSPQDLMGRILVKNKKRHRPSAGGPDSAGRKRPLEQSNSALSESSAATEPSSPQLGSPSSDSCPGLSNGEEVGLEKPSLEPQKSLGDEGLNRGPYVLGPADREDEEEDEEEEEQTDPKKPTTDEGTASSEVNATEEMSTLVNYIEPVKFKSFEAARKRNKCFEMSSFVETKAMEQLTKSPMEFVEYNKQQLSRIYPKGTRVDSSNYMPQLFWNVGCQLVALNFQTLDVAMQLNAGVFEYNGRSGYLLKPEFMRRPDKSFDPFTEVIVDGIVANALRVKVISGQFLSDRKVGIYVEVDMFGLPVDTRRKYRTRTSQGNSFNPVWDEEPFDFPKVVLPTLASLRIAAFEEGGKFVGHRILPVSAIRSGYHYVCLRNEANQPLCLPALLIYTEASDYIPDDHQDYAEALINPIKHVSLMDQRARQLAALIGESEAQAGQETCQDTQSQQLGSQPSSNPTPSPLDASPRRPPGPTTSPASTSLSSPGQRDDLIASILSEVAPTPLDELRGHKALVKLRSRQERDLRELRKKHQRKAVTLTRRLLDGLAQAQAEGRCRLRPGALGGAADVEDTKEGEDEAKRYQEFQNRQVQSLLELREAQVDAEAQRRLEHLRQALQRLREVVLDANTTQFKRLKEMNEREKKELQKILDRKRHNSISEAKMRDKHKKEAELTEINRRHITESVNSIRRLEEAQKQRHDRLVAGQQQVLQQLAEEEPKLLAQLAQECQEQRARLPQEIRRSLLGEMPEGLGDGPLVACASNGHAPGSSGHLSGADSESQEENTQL
hcDAF12 agonist = H. contortus DAF-12 activation, primary screen | activation, % at 6.8 µM | HEK293 hcDAF-12 lit1-tk-luc reporter, luminescence; 0% DMSO, 100% Δ7-dafachronic acid | AID 652067 | actives 1.4% (n = 370,000);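 active = activation above the mean of all tested compounds plus 3 SD, cut at about 5.5% in these data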;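 also: 100% = response to 3 µM Δ7-dafachronic acid high control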
DAX1 inh-1 = blocks DAX1 repression of SF-1 activated StAR promoter; HEK293T StAR-luciferase reporter, SF-1/DAX-1 repression relief; inhibition, % at 6.8 µM; actives 1.1% (n = 370,000); AID 652010;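 active = inhibition above the mean over all tested compounds plus 3 SD, cut at about 3.6% in these data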;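 also: 0% = DAX-1 cells with DMSO and 100% = cells lacking DAX-1 with DMSO; higher inhibition means more luminescence from relief of DAX-1 repression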
HGIII-sPLA2 inh = Inhibits HGIII-sPLA2 liposome hydrolysis, primary screen; QFRET BODIPY PC-A2 liposome hydrolysis, fluorescence; inhibition, % at 12.2 µM; actives 0.56% (n = 370,000);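 active = inhibition above mean plus 3 SD of compounds lying within the high and low control bounds, cut at about 19% in these data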;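 also: 0% = median of test compound wells and 100% = no enzyme DMSO wells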
ssDAF-12 act = activators of S. stercoralis DAF-12 nuclear receptor; HEK293 ssDAF-12/GRIP1 lit1-tk-luc reporter, luminescence; % of 3 µM dafachronic acid response; activation, % at 6.8 µM; actives 1% (n = 370,000);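 active = activation above the mean over all tested compounds plus 3 SD, cut at about 0.9% in these data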;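 also: 0% = DMSO-only wells and 100% = 3 µM delta7-dafachronic acid wells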
Rev-erbA mod = modulates human Rev-erb alpha binding to DNA. Rev-erbα–FITC-DNA binding, fluorescence polarization, 90 min. activity, % at 10 µM. actives 0.79% (n = 370,000);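 active = activity above about 14%, limit read from the data; passing the limit was not always enough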;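 also: 0% = DMSO wells with 35 nM protein and 100% = DMSO wells with 750 nM protein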
DAX1 inh-2 = inhibits human nuclear receptor DAX1 | P51843 | HEK293 Gal4-DAX1 luciferase reporter, luminescence | inhibition, % at 6.75 µM | actives 0.99% (n = 340,000) | AID 504766;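 active = inhibition above the mean over all tested compounds plus 3 SD, cut at about 4.2% in these data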;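 also: 0% = DAX1-transfected cells with DMSO and 100% = empty-vector control cells with DMSO; inhibition shows as a rise in luminescence from relieved DAX1 repression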
SMARCA2 act = SMARCA2 function activation, primary screen; MG213 cells, MMTV-luciferase reporter, dexamethasone, overnight; activation, % at 9.1 µM; actives 1% (n = 370,000); in the data active = activation above about 7.8%;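 also: 0% = vehicle wells and 100% = reference activator wells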
Starred values were filed as active, the others as inactive; i = inactive; . = no result given.

Order of values – DAX1 inh-2, hgDAF12 agonist, FXN GAA850 act, Rev-erbA mod, SMARCA2 act, ssDAF-12 act, DAX1 inh-1, PLC-beta3 inh, HGIII-sPLA2 inh, PG9 Ab binder, hcDAF12 agonist
Cc1c(NC(=O)c2cccc(NC(=O)Cc3ccc(F)cc3)c2)c(=O)n(-c2ccccc2)n1C
    -0.1, 0.6, -1.4, -5, -3, -0.8, 1.2, -6, 9, 1.5, -1.5
COc1cc2sc(-c3ccc(S(C)(=O)=O)cc3)c(C#CCO)c2cc1OC
    -1.0, 2.1, -1.5, -4, 0, -1.3, 1.3, -171, -27, -0.6, -0.5
Cc1ccccc1C(=O)NCC(=O)NNC(=O)c1cccc(Cl)c1
    1.3, 1.1, 1.1, 1, -1, -0.9, -2.0, 1, 1, -0.6, -0.8
O=C(NNC(=O)C1CCN(c2ncccn2)CC1)c1ccc(F)cc1
    -0.1, -2.3, -0.3, 0, -1, -1.1, -0.1, -16, 5, 0.3, -1.2
O=C(O)COc1ccc(/C=N/NC(=O)c2ccc(-c3csc(Nc4ccc(Cl)cc4)n3)cc2)cc1
    0.8, 2.1, 0.0, -25, 3, -1.1, 0.6, -70, -7, 0.8, 1.1
COC(=O)c1cc(OC)c(OC)c(OC)c1[N+](=O)[O-]
    2.2, -1.7, 0.8, 9, -2, -0.8, -0.6, -6, -3, -1.6, -0.8
COc1ccc2noc3c2c1C(=O)c1ccccc1-3
    0.4, -0.6, 1.4, 21*, 16*, -1.9, 0.1, i, -444, -7.0, 0.2
CCc1noc(C)c1C(=O)OC(C)C(=O)Nc1cc([N+](=O)[O-])ccc1OC (centres undefined)
    1.2, 0.7, 1.4, 1, 1, -0.9, 0.3, -3, -2, -0.3, 0.0
CC(=O)c1ccc(OCC(=O)c2ccc(-c3ccccc3)cc2)cc1
    -0.8, -1.0, 0.0, 11, -3, -1.5, -0.1, -2, -26, 1.3, 1.5
CC(C)=NNc1nc2c(c(=O)n(C)c(=O)n2C)n1C
    ., 1.9, 0.8, 0, -2, 0.2, -0.1, -7, -2, -6.3, -0.8
CCOC(=O)c1c(NC(=O)COC(=O)Cn2c(C(F)(F)F)nc3ccccc32)sc(C)c1C
    1.8, -1.1, 0.3, 14, 0, -1.5, -0.8, -1, -6, 0.3, 0.9
O=C(C(=O)N1CCC(CNS(=O)(=O)c2ccccc2OC(F)(F)F)CC1)c1cc2ccccc2o1
    ., -2.9, ., 6, -3, -1.6, -0.2, -4, -18, -1.0, -2.6
COc1ccc([N+](=O)[O-])cc1NC(=S)NC(=O)C(C)(C)C
    -0.6, -1.3, -1.3, 0, -1, -2.1, 0.2, -3, 11, -2.1, -2.5
Cc1cccc(N2CCN(S(=O)(=O)c3cn(C)cn3)CC2)c1C
    -0.4, -2.7, 3.0, 5, -2, -1.1, 0.8, -6, 6, -1.4, 3.5
COc1nc(-c2ccccc2)cc(-c2ccc3c(c2)OCO3)c1C#N
    0.4, 0.7, 1.1, 8, 1, -1.6, 0.0, -21, -1, -0.4, 0.0
COc1cc(OC)c(-c2noc(C(=O)OC(C)(C)C)c2C(=O)OC(C)(C)C)c(OC)c1
    0.6, 4.4, 0.9, 1, 1, -1.0, 0.4, 1, 7, -0.2, 0.8
CCOc1ccc(NCc2ccccc2OCc2cccc(F)c2)cc1
    -0.5, 0.3, 1.8, 9, -4, -1.6, -0.4, -31, 11, -3.3, -1.0
CCc1nc2ccc(C(=O)NCCCn3ccnc3)cn2c1N(C)Cc1ccc(N(C)C)cc1
    ., -1.2, -1.4, -4, 4, -0.4, -1.1, 1, -5, -1.6, -1.9
COc1ccc(C(CNC(=O)COc2ccc([N+](=O)[O-])cc2)N2CCCCC2)cc1 (centres undefined)
    0.4, -0.8, 0.0, 0, 6, -1.0, 0.4, -2, -1, -2.5, 1.6
COc1cccc(-n2c(SC3CCOC3=O)nc3ccccc3c2=O)c1 (centres undefined)
    -0.5, 0.3, 1.1, -2, -1, -0.6, -0.5, -3, -7, 0.7, -0.4
CC(=O)Nc1ccc(S(=O)(=O)NC(CC(=O)N(C)Cc2ccccc2)C(C)C)cc1 (centres undefined)
    -0.5, -1.6, 1.5, 6, 2, -1.0, -0.8, 4, 4, -3.4, -1.2
CCOC(=O)c1c(C)nc2sc(C(N)=O)c(N)c2c1-c1ccccc1
    0.0, -0.2, -0.3, 7, -1, -2.2, -0.6, -244, 4, 1.0, -1.7
COc1ccsc1C(=O)Nc1ccc(F)cc1F
    -0.7, 5.8, -0.6, -2, -1, -0.1, -0.5, -2, -2, -2.7, 3.4
CC(=O)N1CCCN(Cc2cn(-c3ccc(C)cc3)nc2-c2cccc(C)c2)CC1
    2.0, 3.5, 3.3, 2, 0, -1.0, 0.5, -7, -7, 1.2, -2.4
Cc1ccc(NC(=O)Cn2nnc3ccccc3c2=O)cc1C
    0.5, -2.5, 2.7, 3, 1, -1.2, 0.8, -5, -13, 2.0, -0.3
O=C(NCc1cccc2ccccc12)c1cccs1
    -0.3, 5.6, 2.4, 7, 4, -0.4, 0.8, -2, 0, -1.7, 2.2
O=C(Nc1ccc(S(=O)(=O)Nc2nccs2)cc1)C(F)(F)F
    -1.7, -0.9, 0.9, 5, -3, -1.1, 0.1, -1, -1, -0.5, -1.0
COC(=O)c1ccc(NC(=O)N(c2ccccc2)c2ccccc2)cc1
    0.2, -2.4, 1.2, 1, 2, -0.8, 0.0, -6, 5, 1.2, -0.5
O=C1CCCC/C1=C/NCc1ccccc1
    -0.4, -1.4, 1.3, 8, -1, 0.2, 0.3, 1, 3, -1.2, 0.1
COC(=O)c1ccc(OC)c(CSc2nnc(COc3ccccc3)o2)c1
    -0.7, -0.3, -0.4, 1, -3, -1.7, -0.7, 1, -17, 2.5, -0.4
Cc1ccccc1N(CC(=O)NC1CCCCC1)C(=O)CNC(=O)c1cccs1
    0.2, 0.7, -1.3, 2, -3, -0.9, -0.4, -4, -1, -0.4, -1.9
CN1CCN(Cc2nc3c(c(=O)n(C)c(=O)n3C)n2Cc2cccc3ccccc23)CC1
    0.3, -2.8, 0.1, -2, -3, -0.8, -1.3, 4, -5, 7.2, 3.2
S=c1[nH]nc(-c2ccco2)n1-c1ccccc1Cl
    -0.8, 2.9, 0.4, 1, 1, 0.3, 4.3*, 1, 8, 0.3, 0.5
CC(=O)Nc1ccc(N/C=C(\C#N)S(=O)(=O)c2ccc(Cl)cc2)cc1
    -1.1, -2.2, 1.1, 1, -3, -1.2, -0.5, -4, -16, 0.1, -0.9
Cn1c(=O)c2c(nc(SCc3nn[nH]n3)n2Cc2ccccc2F)n(C)c1=O
    -0.1, -0.4, -0.7, -2, 0, -1.2, 0.3, -10, 0, -0.8, 0.7
CCCNC(=O)C1CC(=O)N(c2ccc(OCc3ccc(F)cc3)cc2)C1 (centres undefined)
    0.8, 13*, 4.8, -4, 5, 0.1, 2.9, -4, -3, -3.1, 5.9*
Cc1ccc(CNC(=O)C(NS(=O)(=O)c2cccc3nsnc23)c2ccccc2)cc1 (centres undefined)
    -0.6, -0.3, -0.4, -3, 0, -1.1, 0.3, 3, -12, -0.5, -1.0
Cc1ccc2c(c1)nc(-n1nc(C)cc1C)c1nnnn12
    -0.4, -0.7, 2.9, -3, -4, -0.6, -0.1, -1, 0, -0.2, -0.4
CCSc1nnc(NC(=O)[C@H](C)NC(=O)c2ccccc2Cl)s1
    -1.3, -2.1, 0.4, -2, -3, -1.2, 0.0, -10, -3, 0.2, 0.6
CC(C)(C)C1CCC(C(=O)OCC(=O)c2ccc[nH]2)CC1 (centres undefined)
    0.8, 0.5, 2.5, 6, 0, -0.8, -0.7, -2, -12, 0.2, -0.2
CCOc1ncccc1C(=O)OCCN1C(=O)c2ccccc2C1=O
    -0.3, 1.3, -0.2, -3, -2, -1.0, 0.1, 4, 5, -1.4, 1.6
NC(Cc1ccc(Cl)cc1)c1csc(Nc2ccc(C(F)(F)F)cn2)n1 (centres undefined)
    ., -0.9, 0.3, -6, -5, -1.0, -0.5, -3, 5, 0.1, -1.1
Cc1cccc(/C(N)=N/OC(=O)c2cccs2)c1
    3.5, 15*, 2.8, 5, 2, 1.8*, 3.5, 2, 6, -0.1, 7.9*
O=C(O)Cc1sc(Nc2cccc3ccccc23)nc1-c1ccccc1
    -0.1, -1.6, 1.3, 4, -4, -0.5, 4.3*, -53, 6, -3.6, 1.4
C[C@H](NC(=O)OCc1ccccc1)c1nnc([C@H](C)NC(=O)OCc2ccccc2)o1
    -0.1, -0.7, -0.1, -5, 1, -0.8, -0.5, -1, 1, -1.2, -0.8
CC(C)(C)c1ccc(C(=O)NN=C2CCCC2)cc1
    -0.9, 1.0, 2.1, -2, -1, -0.6, 0.1, -6, 9, 0.5, -0.8
CCNC(=O)c1cc2c(=O)n3cccc(C)c3nc2n(CCc2ccccc2)c1=N
    0.9, -0.3, -1.8, 0, -2, -1.1, -0.1, i, -4, 1.1, 0.3
Cc1ccc([C@H]2C[C@H](O)[C@@H](n3cc(-c4ccc(F)cc4)nn3)CN2Cc2cccs2)cc1
    0.8, 2.8, 0.6, 10, -6, -1.0, -0.7, 3, 2, -0.2, -1.6
CCCn1cc(S(=O)(=O)c2ccc(OC)cc2)c(=O)c2cc(OC)ccc21
    0.7, 1.5, -0.6, 8, 0, -0.7, -0.2, -8, 2, -0.3, -2.4
O=C(NC(Cc1ccccc1)c1nc2ccccc2[nH]1)c1ccc(Cl)c([N+](=O)[O-])c1 (centres undefined)
    -0.1, 0.9, -1.8, 13, 0, -1.1, -0.3, 4, -8, -1.3, 2.5

More records follow.
Order of values – DAX1 inh-2, hgDAF12 agonist, FXN GAA850 act, Rev-erbA mod, SMARCA2 act, ssDAF-12 act, DAX1 inh-1, PLC-beta3 inh, HGIII-sPLA2 inh, PG9 Ab binder, hcDAF12 agonist
CCCn1c(SCC(=O)NCC(=O)Nc2ccc(F)c(F)c2F)nc2ccccc2c1=O
    1.1, 0.4, 2.8, 1, -3, -0.6, -0.3, -2, 2, 6.2, 2.7
Cc1ccc(C)c(N2N=C(C(=O)OCc3nnc(-c4ccccc4)o3)CCC2=O)c1
    1.2, 0.3, -1.2, 2, -1, -1.2, 0.7, -6, 3, 1.1, -1.2
Cc1cc(C)c(OCCCCN(C)C)c(Br)c1
    0.7, 0.9, -1.7, 5, -2, -0.6, 0.2, 1, -5, 1.2, 0.4
COc1cccc(-c2cnc(C(O)c3ccc(F)c(C)c3)[nH]2)c1 (centres undefined)
    ., 6.6, 1.3, 2, -1, -0.8, 1.0, 2, -5, -3.1, 2.4
CCC1CN(C(=O)N2CCC(C(=O)NCc3ccco3)CC2)c2cc(C)ccc2O1 (centres undefined)
    -0.9, 1.0, -0.1, 4, 2, -1.0, 0.1, -3, -6, 0.2, -1.9
CCC(C)C(NC=C1C(=O)OC(C)(C)OC1=O)C(=O)O (centres undefined)
    0.4, -0.8, 2.8, -1, -2, -0.8, -0.7, 0, 3, 1.4, -0.6
CCOC(=O)C1=C(O)/C(=C/c2ccc(-c3ccccc3C(=O)O)o2)SC1=Nc1ccc(OC)cc1
    1.2, 0.9, 1.2, -3, 0, -0.2, 0.3, -32, 1, -2.5, 1.5
